Screening data from PubChem BioAssay.
RBX1-CUL1 inh: inhibitors of human ROC1-CUL1 ubiquitin ligase activity; actives 0.6% (n = 140,000); inhibition, % at 10 µM; in vitro K48 di-Ub FRET, acceptor:donor ratio, 45 min; in the data active means inhibition above about 25%
Target sequence (P62877 whole entry, looked up): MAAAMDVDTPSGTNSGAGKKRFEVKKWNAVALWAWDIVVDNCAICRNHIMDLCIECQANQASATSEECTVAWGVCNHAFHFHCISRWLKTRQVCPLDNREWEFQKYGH
Target sequence (Q13616 whole entry, looked up): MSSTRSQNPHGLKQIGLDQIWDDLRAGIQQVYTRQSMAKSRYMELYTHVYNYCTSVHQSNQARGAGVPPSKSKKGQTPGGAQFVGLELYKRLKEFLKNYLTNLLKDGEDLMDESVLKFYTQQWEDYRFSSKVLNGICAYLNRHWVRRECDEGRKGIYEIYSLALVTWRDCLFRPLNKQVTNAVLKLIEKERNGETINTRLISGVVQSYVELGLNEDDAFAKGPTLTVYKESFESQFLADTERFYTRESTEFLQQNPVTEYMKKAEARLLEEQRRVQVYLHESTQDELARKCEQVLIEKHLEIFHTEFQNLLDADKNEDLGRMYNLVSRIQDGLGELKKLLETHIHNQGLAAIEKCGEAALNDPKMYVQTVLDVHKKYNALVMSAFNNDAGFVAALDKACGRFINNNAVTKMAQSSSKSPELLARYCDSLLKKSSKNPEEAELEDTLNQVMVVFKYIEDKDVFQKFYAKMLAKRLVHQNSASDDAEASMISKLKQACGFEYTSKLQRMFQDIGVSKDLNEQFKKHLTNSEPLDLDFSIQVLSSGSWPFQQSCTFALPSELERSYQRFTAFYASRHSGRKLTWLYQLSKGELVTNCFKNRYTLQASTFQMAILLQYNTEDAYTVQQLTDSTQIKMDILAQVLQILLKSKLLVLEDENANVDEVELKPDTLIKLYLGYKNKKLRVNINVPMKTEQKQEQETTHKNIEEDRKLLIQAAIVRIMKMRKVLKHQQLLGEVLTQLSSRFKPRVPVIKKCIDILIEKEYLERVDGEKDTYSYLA
* hit, by the source's call. The list is partial; rates above refer to the full screens.

SMILES	RBX1-CUL1 inh
CCCN(CCC)CCNC(=O)CN1C(=O)COc2ccc(S(=O)(=O)N3CCOCC3)cc21	3
Cc1ccc(C(=O)Nc2cnn(-c3ccc(C(=O)N4CCC(c5ccc(F)cc5)C4)cc3)c2)c(C)c1 (stereo not given)	-5
CC(=O)N1c2cccc3cccc(c23)S1(=O)=O	0
O=C(NCC(c1cccnc1)N1CCN(Cc2ccccc2)CC1)C(=O)Nc1ccc(Cl)cc1 (stereo not given)	-2
COc1ccc(C2CC(C34CC5CC(CC(C5)C3)C4)=NC(=S)N2)cc1OC (stereo not given)	-2
O=C(COc1ccc(Cl)cc1)Nc1ccc2nc(SCC(=O)N3CCOCC3)sc2c1	-6
Cc1ccc(-c2nnc(Nc3ccc(OC(F)(F)Cl)cc3)c3ccccc23)cc1S(=O)(=O)NC(C)C	-2
CC1C(=NC(=O)C2CCCCC2)C(=O)N(c2ccccc2)N1C (stereo not given)	2
Cc1ccccc1C1(CC(=O)N2CCN(c3ccccc3)C(=O)C2)CC(=O)N(Cc2ccncc2)C1=O (stereo not given)	-4
COc1ccc(Nc2nn3c(=O)c4cc5c(cc4nc3s2)OCO5)c(OC)c1	3
COc1cc(CN2CCCN(C(C)=O)CC2)ccc1OCC(O)CN(C)C(C)C (stereo not given)	3
Cc1ccc(NC(=O)c2ccccc2OCC(=O)c2ccc(F)cc2)cc1	2
COc1ccc(C(=O)NCc2ccc(-c3nc4ccccc4s3)cc2)cc1	2
O=c1c2c3c(sc2nc(SCc2c[nH]c4cc([N+](=O)[O-])ccc24)n1-c1ccccc1)CCCC3	-4
CCOc1cc(S(=O)(=O)N(CC)CC)ccc1Br	4
O=C(CCCC(=O)NC1CCCCC1)NC1CCCCC1	-2
COc1cccc(NC(=O)CCc2c(C)nc3ncnn3c2C)c1	-1
CSc1cccc(NC(=O)CCc2ccc(C)cc2)c1	7
O=C(/C=C/c1cccs1)NN1CCOCC1	2
Cc1ccc(OCC(O)CNC2CCCCC2)cc1 (stereo not given)	-3
COC(=O)CSc1nnc(CSc2nc3nc(C)cc(C)n3n2)o1	11
CCN1CCC(NC(=O)C(C)Oc2ccccc2Br)CC1 (stereo not given)	2
COCCN1CC(C(=O)NCCc2ccc3ccccc3c2)CCC1=O (stereo not given)	7
COc1cc(-c2noc(C3CC(=O)N(c4cc(C)ccc4C)C3)n2)cc(OC)c1OC (stereo not given)	-11
Cc1ccc(C(=O)N2c3nc(-c4ccco4)nn3C3(CCCCC3)[C@@H]3CCCC[C@@H]32)cc1	6

Next part, starting with the last 6 of the part before.
SMILES	RBX1-CUL1 inh
Cc1ccc(OCC(O)CNC2CCCCC2)cc1 (stereo not given)	-3
COC(=O)CSc1nnc(CSc2nc3nc(C)cc(C)n3n2)o1	11
CCN1CCC(NC(=O)C(C)Oc2ccccc2Br)CC1 (stereo not given)	2
COCCN1CC(C(=O)NCCc2ccc3ccccc3c2)CCC1=O (stereo not given)	7
COc1cc(-c2noc(C3CC(=O)N(c4cc(C)ccc4C)C3)n2)cc(OC)c1OC (stereo not given)	-11
Cc1ccc(C(=O)N2c3nc(-c4ccco4)nn3C3(CCCCC3)[C@@H]3CCCC[C@@H]32)cc1	6
O=C(NC1CCCC1)N1CCN(Cc2ccc3c(c2)OCO3)CC1	-1
N#CCCCCn1c(-c2cncs2)nc2ccccc21	2
CN(C)C(=O)CCC(=O)N1CCCC(CCc2ccc(F)cc2F)C1 (stereo not given)	11
Cc1nc2scc(C)n2c(=O)c1S(=O)(=O)Nc1cccc(O)c1	-4
Cc1oc2cc(OS(C)(=O)=O)ccc2c(=O)c1-c1ccc(Br)cc1	8
CC(Oc1ccc(C#N)cc1)C(=O)N/N=C/c1ccccc1[N+](=O)[O-] (stereo not given)	-4
Cc1cccc(C2c3[nH]c4ccccc4c3CCN2C(=O)CN2CCOC2=O)n1 (stereo not given)	7
COc1ccc(C=C2C(=O)c3ccccc3C2=O)cc1C	11
CN1CCN(C(=O)CSc2nc3ccc(NC(=O)c4ccccc4Cl)cc3s2)CC1	23
O[C@@H]1[C@H](O)[C@H](O)CO[C@@H]1Nc1ccccc1	-1
CC1Cc2ccccc2N1C(=O)c1ccc(F)cc1Cl (stereo not given)	8
CC1=C2C(=O)CC(C)(C)CC2C2C(=O)CC(C)(C)N=C2C1 (stereo not given)	5
COc1cccc(NC(=O)c2sc(N)nc2-c2ccc([N+](=O)[O-])cc2)c1	1
O=C(c1ccccc1)C1N(c2ccccc2)CCN1c1ccccc1	-2
COc1cc(Cl)cc(/C=C2/SC(=O)N(Cc3ccc(F)cc3)C2=O)c1O	-9
COC(=O)c1c(NC(=O)C(C)N2C(=O)c3ccccc3C2=O)sc2c1CCC(C)C2 (stereo not given)	-7
Cn1ccnc1SCCNCc1cccc(OCC(O)CN2CCOCC2)c1 (stereo not given)	7
CCOC(=O)C1=C(C)N=c2s/c(=C\c3cccn3-c3ccc([N+](=O)[O-])cc3)c(=O)n2C1c1cccc(OC)c1 (stereo not given)	-5
CCN1C(C(=O)c2ccccc2)=C(OC(=O)c2ccc(OC)cc2)c2ccccc2S1(=O)=O	2
O=C(CC(Nc1ccc(Cl)cc1)C(=O)O)c1ccccc1 (stereo not given)	9
COc1ccccc1Cn1c(CNS(=O)(=O)c2ccc(C(C)C)cc2)nc2cccnc21	10
CCOc1ccccc1NC(=O)CSc1ncc2c(n1)-c1ccccc1N(CC)S2(=O)=O	6
NC1=NC(=S)NC(=O)C1C(c1cccnc1)C1C(=O)NC(=S)N=C1N (stereo not given)	1
COc1ccccc1CCNC(=O)Cc1ccc(N2CCC(NC(C)c3nccs3)CC2)cc1 (stereo not given)	-4
COc1ccc(-c2ccc3c(N)c(C(=O)NC4CC4)sc3n2)cc1OC	-1
Further entries.
SMILES	RBX1-CUL1 inh
COCCNC(=O)Cn1c(=O)n(CCCCCC(=O)NCc2ccccc2Cl)c(=O)c2sccc21	-11
Cc1c(CC(=O)N2CCCCC2)c(=O)oc2c(C)c(O)ccc12	0
Cc1ccc(-c2cn3nc(N4CCCC(C(=O)NCc5ccccc5F)C4)sc3n2)cc1 (stereo not given)	-7
Cc1ccc(OCc2nnc(SCC(=O)Nc3ccc4c(c3)oc3ccccc34)n2N)cc1C	-6
CCOc1ccc(CNC(=O)Nc2ccc3c(c2)N(C)C(=O)c2ccccc2S3)cc1	6
CCn1c(COc2ccc(OC)cc2)nnc1SCC(=O)Nc1ccc(C)cc1	-7
Cc1cc2c(N=NC(=O)C3CC34CCC4)c(O)[nH]c2cc1Br (stereo not given)	4
Cc1oc(-c2ccc(C(=O)Nc3cccc(C(F)(F)F)c3)cc2)nc1CSc1ccccc1	-6
Cc1nc2ccn(Cc3ccco3)c(=O)c2cc1C(=O)NCc1ccccc1	3
COc1cc2c(C(=O)N3CCN(c4ccc(F)cc4)CC3)cn(CC(C)C)c(=O)c2cc1OC	5
Cn1c(Cc2ccccc2)nc2ccccc21	11
COc1ccc(CN(/N=C/c2cccc3ccccc23)c2nc3c(c(=O)n(C)c(=O)n3C)n2C)cc1[N+](=O)[O-]	-15
O=c1cc(-c2ccccc2)cc(-c2ccccc2)n1Cc1ccccc1	-4
Nc1[nH]n(-c2ccccc2)c(=O)c1N=Nc1ccc(Cl)c(C(F)(F)F)c1	-1
Cc1ccc(NC(=O)Cn2ccn(Cc3ccc(Cl)cc3)c(=O)c2=O)cc1C	-4
Nc1c(C(=O)Nc2cccc(C(F)(F)F)c2)sc2nc(-c3ccccc3)cc(-c3ccc(F)cc3)c12	-5
COc1ccc(S(=O)(=O)N(CCc2ccccc2)CC(=O)Nc2cc(Cl)ccc2C)cc1	9
O=C(CN1C(=O)c2ccc(C(=O)OC(c3ccccc3)c3ccccc3)cc2C1=O)OC(c1ccccc1)c1ccccc1	-8
CCn1nnnc1NC(=O)NCc1cccc(-n2cncn2)c1	-7
CC/C(=N\O)C1C(=O)C2=C(CCCC2)N(c2ccccc2)C1=O (stereo not given)	2
Clc1cccc(Cl)c1CN(Cc1ccccc1)c1ncnc2nc[nH]c12	5
CCOCCCNC(=O)c1cnc2sc(N3CCCCC3)nn2c1=O	12
COc1ccc(-c2[nH]nc3c2C(c2cn(CC(N)=O)nc2-c2ccccc2)C(C#N)C(=N)O3)cc1 (stereo not given)	2
CCOc1nc(C)cc(COC)c1C1=NC(c2ccccc2)(c2ccccc2)c2ccccc2N1	-7
COc1cc(NC(=O)Cn2c(=O)n(CC3CCCO3)c(=O)c3cc(OC)c(OC)cc32)cc(OC)c1 (stereo not given)	-1
Remaining list, next part.
SMILES	RBX1-CUL1 inh
O=C(c1ccc([N+](=O)[O-])cc1Cl)N1CCCCCC1	-7
O=C(C1CCN(S(=O)(=O)c2ccc(Br)s2)CC1)N1CCN(c2ccc(F)cc2)CC1	-4
COC(=O)C1CCCCN1C(=O)CC1(c2cccc(C(F)(F)F)c2)CC(=O)N(C2CC2)C1=O (stereo not given)	4
COc1cc2c(cc1OC)C(C(c1ccccc1)c1ccc(C)cc1)NCC2 (stereo not given)	-4
Oc1ccc2ccccc2c1C=Nc1ccc(-c2nc3c(ccc4ccccc43)o2)cc1	-1
CCOC(=O)c1c(-c2ccc(C)c(C)c2)csc1NC(=O)COc1ccccc1	-3
CCc1cc2ccccc2c[n+]1CC	5
Cc1ccc(S(=O)(=O)CCc2nnc(NC(=O)c3ccccc3Cl)s2)cc1	2
CCC1(CCC(=O)NC(Cc2ccccc2)c2ccccc2)CCC(=O)N1 (stereo not given)	2
Cc1ccc(C(=O)CSc2nc3sc4c(c3c(=O)n2-c2ccccc2)CCC4)s1	5
CC(C)(C)CN1CCCC2(CCN(Cc3nc(-c4ccccc4)no3)C2)C1=O (stereo not given)	3
COc1cc(C(=O)Nc2ccc(C)cc2O)cc(OC)c1OC	7
CCc1c(C)c(C#N)c2nc3ccccc3n2c1NCCCCO	10
CC#CCCOc1nc(Cl)cn(-c2ccccc2)c1=O	-7
COc1ccc(S(=O)(=O)n2cccc2)cc1	12
COc1ccc(CCC(=O)NCc2nc3cccnc3n2Cc2ccccc2)cc1	0
O=C(O)c1ccccc1NN=C1CCCCC1	4
O=C(NCCn1ccnc1)c1ccc(C2CCCN2C(=O)c2ccn[nH]2)s1 (stereo not given)	4
CCOC(=O)c1c(NC(=O)CCCOc2ccc(C(C)(C)C)cc2)sc2c1CCC2	3
Cc1c(Cl)c(C(=O)N2CCCC2)nn1C	3
CC(=O)n1cc(-c2ccncc2)c2ccccc21	0
CNC(=O)CN1C(=O)c2cccnc2Sc2ccccc21	-6
COc1ccc(-n2c(=O)c3ccccc3n(CC(=O)NCCc3ccc(OC)c(OC)c3)c2=O)cc1	-4
Cc1ccc2cccc(SCc3ccc(Br)cc3)c2n1	1
Cc1cc(Cl)ccc1OCc1cc(C2c3c(n[nH]c3C)OC(=N)C2C#N)sc1C (stereo not given)	-1

Fetched by structure from the list above:
SMILES	RBX1-CUL1 inh
O=C(COc1ccc(Cl)cc1)Nc1ccc2nc(SCC(=O)N3CCOCC3)sc2c1	-6
Oc1ccc2ccccc2c1C=Nc1ccc(-c2nc3c(ccc4ccccc43)o2)cc1	-1
O=C(C1CCN(S(=O)(=O)c2ccc(Br)s2)CC1)N1CCN(c2ccc(F)cc2)CC1	-4
CC1Cc2ccccc2N1C(=O)c1ccc(F)cc1Cl (stereo not given)	8
O=C(NC1CCCC1)N1CCN(Cc2ccc3c(c2)OCO3)CC1	-1
CNC(=O)CN1C(=O)c2cccnc2Sc2ccccc21	-6

Later entries:
SMILES	RBX1-CUL1 inh
CN1CCN(CCNC(=O)Nc2ccc(Cl)cc2)CC1	-2
CC(=O)c1c(C)nc2sc3c(=O)[nH]nnc3c2c1-c1ccc(Cl)cc1	6
O=C(NCC(c1ccc2c(c1)OCO2)N1CCOCC1)c1c(F)cccc1F (stereo not given)	-8
CCOC(=O)c1cc(-c2ccccc2)n(NC(=O)C(O)(c2ccccc2)c2ccccc2)c1C	0
CCc1cnc(-c2cccc(-c3ccn(Cc4ncccc4C)n3)c2)nc1	4
OCc1ccc(CN2CCC(C3CCN(c4ncccn4)CC3)C2)o1 (stereo not given)	-4
CC(=O)N1N=C(c2ccco2)CC1c1cc2ccc(C)cc2nc1Cl (stereo not given)	-3
CC(=O)c1ccc(NC(=O)CSc2nnc(-c3ccc(Cl)cc3)n2C)cc1	-6
CCOc1cc(CC2=NC(=S)NC2=O)cc(Br)c1O	7
CCN(CC)Cc1c(C(=O)N/N=C(\C)c2ccc(O)cc2)nnn1-c1nonc1N	1
Cc1c(C(=O)Nc2cccc(F)c2)sc2nc(-c3cc4ccccc4oc3=O)[nH]c(=O)c12	5
Cc1ccc2cc(/C=C3\N=C(c4ccccc4)OC3=O)c(N3CCCCC3)nc2c1	2
CCC1CN(Cc2coc3ccccc3c2=O)Cc2cc(OC)ccc2O1 (stereo not given)	6
CCOc1ccc(N(C)S(=O)(=O)c2ccc3c(c2)CCCN3C(C)=O)cc1	0
CC1CCc2cc(F)ccc2N1C(=O)COc1ccccc1 (stereo not given)	-2
CN(CCO)c1nc2c(=O)n(C)c(=O)n(C)c2n1C	0
O=C(NCc1cccnc1)C1CCCN(C2CCN(Cc3ccccc3)CC2)C1 (stereo not given)	0
Cc1cc(C)cc(/C=C\C#Cc2ccccc2)c1	-1
CCN=C1S/C(=C\c2cc(C)n(-c3ccc(S(N)(=O)=O)cc3)c2C)C(=O)N1CC	-13
CC(C)CCn1c(=O)c2sccc2n2c(CCCC(=O)Nc3ccc(F)c(Cl)c3)nnc12	-6
CCc1ccc(CNC23CN4CN(CN(C4)C2)C3)cc1	-5
CCOC(=O)C1C(c2ccccc2)=NC(SCC(N)=O)=C(C#N)C1c1cccnc1 (stereo not given)	8

Some of these compounds in order of their number in RBX1-CUL1 inh, descending:
| SMILES | RBX1-CUL1 inh |
| --- | --- |
| CCOC(=O)C1C(c2ccccc2)=NC(SCC(N)=O)=C(C#N)C1c1cccnc1 (stereo not given) | 8 |
| CC(=O)c1c(C)nc2sc3c(=O)[nH]nnc3c2c1-c1ccc(Cl)cc1 | 6 |
| CCOC(=O)c1cc(-c2ccccc2)n(NC(=O)C(O)(c2ccccc2)c2ccccc2)c1C | 0 |
